High-throughput results deposited in PubChem by Sanford-Burnham Center for Chemical Genomics.
ATG4B inhibitor – ATG4B protease inhibitors, primary screen, biochemical, fluorescence, uHTS; 340,000 compounds, 0.51% hits; ATG4B cleavage of LC3-PLA2, NBD-HPC fluorescence, 1 h; inhibition, % at 8.33 µM; in the data active = inhibition above about 40%
Target sequence (Q9Y4P1 whole entry, looked up): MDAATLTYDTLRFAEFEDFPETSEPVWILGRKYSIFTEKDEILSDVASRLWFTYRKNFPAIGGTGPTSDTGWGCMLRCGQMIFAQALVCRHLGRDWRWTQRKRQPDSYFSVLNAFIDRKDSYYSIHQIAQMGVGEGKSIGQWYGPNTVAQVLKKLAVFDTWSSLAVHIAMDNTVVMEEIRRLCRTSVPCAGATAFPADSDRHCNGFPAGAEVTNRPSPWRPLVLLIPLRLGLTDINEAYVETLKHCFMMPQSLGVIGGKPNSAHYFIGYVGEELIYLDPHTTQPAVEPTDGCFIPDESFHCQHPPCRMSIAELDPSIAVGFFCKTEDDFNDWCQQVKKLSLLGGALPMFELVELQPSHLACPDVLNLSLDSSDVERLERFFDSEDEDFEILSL
MIN6 prolif – inducers of MIN6 beta-cell proliferation, primary screen, ATP luminescence, uHTS; MIN6 cells proliferation, ATPlite luminescence, 48 h; cells starved in 0.2% serum; 100% = growth in 10% serum; 330,000 compounds, 0.29% hits; AID 2380, 2010; proliferation, % at 10 µM;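 active = compounds whose signal lies at least 3.5 SD above the mean of all wells on their plate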;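 also: 0% = DMSO-treated cells in low-serum medium and 100% = 10% serum control; some compounds called inactive have numbers as strong as hits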
MPTP block – mitochondrial permeability transition pore inhibitors, primary screen, biochemical, isolated mouse mitochondria, absorbance. Ca2+ swelling absorbance, 30 min. inhibition, % at 10 µM. 360,000 compounds, 1.4% hits. AID 602449, 2012;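 active = inhibition of 50% or more, scaled per plate between neutral and stimulator controls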;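 also: 0% = DMSO wells given calcium and 100% = 1 mM EGTA wells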
hIAP inh – human IAP inhibitors, primary screen, biochemical, luminescence, uHTS | purified IAP, CDP-Star luminescence, 30 min | inhibition, % at 10 µM | 330,000 compounds, 0.12% hits | AID 2544, 2010;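 active = inhibition reaching a set limit with compound at 10 µM in the primary screen, cut at about 35% in these data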;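 also: plate controls were DMSO wells with enzyme for no effect and no-enzyme buffer wells for full effect; values of inactives mirror those of a sister screen read the other way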
APOBEC3A inh – APOBEC3A ssDNA deaminase inhibitors, primary screen, selectivity assay for APOBEC3G inhibitor project, biochemical, FAM/TAMRA oligo cleavage fluorescence. recombinant A3A, FAM/TAMRA ssDNA deamination fluorescence. 330,000 compounds, 0.41% hits. inhibition, % at 20 µM. DNA dC->dU-editing enzyme APOBEC-3A (Homo sapiens), P31941;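 active = at least 40% inhibition at 20 µM here, with at most 30% in a related deaminase screen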;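 also: plate controls were A3A with DMSO for no effect and wells lacking A3A enzyme for full effect; some results filed as inactive read as strong as hits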
Target sequence (P31941 whole entry, looked up): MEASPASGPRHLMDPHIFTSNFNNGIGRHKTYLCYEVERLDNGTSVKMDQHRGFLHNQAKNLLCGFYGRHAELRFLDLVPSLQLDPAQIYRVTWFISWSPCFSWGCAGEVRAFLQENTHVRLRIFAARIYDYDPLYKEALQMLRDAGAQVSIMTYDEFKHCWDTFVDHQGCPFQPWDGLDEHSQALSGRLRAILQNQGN
mIAP inh – inhibitors of mouse IAP, primary screen, biochemical, luminescence, uHTS | intestinal alkaline phosphatase [Mus musculus] | purified mouse IAP, CDP-Star luminescence, 30 min | inhibition, % at 10 µM | 330,000 compounds, 0.2% hits | AID 2806, 2010;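 active = inhibition of at least 40% at 10 µM in the primary screen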;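 also: plate controls were DMSO with enzyme for no effect and no enzyme wells for full effect; values of inactives mirror those of a sister screen read the other way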
hIAP activ – human IAP activators, primary screen, biochemical, luminescence, uHTS | AID 2524, 2010 | purified human IAP, CDP-Star luminescence, 30 min; stronger effect = higher value; 1 = vehicle-only enzyme, 0 = enzyme-free background | activation factor at 10 µM | 330,000 compounds, 0.16% hits | Intestinal-type alkaline phosphatase (Homo sapiens), P09923;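 active = activation factor of the enzyme at least 2-fold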; also: the source names both 10 and 20 µM as test concentration; values of inactives mirror those of a sister screen read the other way
A3G deaminase – APOBEC3G DNA deaminase inhibitors, primary screen, biochemical, fluorescence, single-stranded DNA substrate, uHTS | DNA dC->dU-editing enzyme APOBEC-3G (Homo sapiens), Q9HC16 | 330,000 compounds, 0.28% hits | inhibition, % at 20 µM | recombinant A3G, ssDNA deamination FAM/TAMRA fluorescence;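 active = inhibition of at least 40% at 20 µM, with no more than 30% in the related APOBEC3A deaminase screen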;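 also: plate controls were DMSO wells with A3G for no effect and wells lacking A3G enzyme for full effect; some compounds called inactive have numbers as strong as hits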
Target sequence (Q9HC16 whole entry, looked up): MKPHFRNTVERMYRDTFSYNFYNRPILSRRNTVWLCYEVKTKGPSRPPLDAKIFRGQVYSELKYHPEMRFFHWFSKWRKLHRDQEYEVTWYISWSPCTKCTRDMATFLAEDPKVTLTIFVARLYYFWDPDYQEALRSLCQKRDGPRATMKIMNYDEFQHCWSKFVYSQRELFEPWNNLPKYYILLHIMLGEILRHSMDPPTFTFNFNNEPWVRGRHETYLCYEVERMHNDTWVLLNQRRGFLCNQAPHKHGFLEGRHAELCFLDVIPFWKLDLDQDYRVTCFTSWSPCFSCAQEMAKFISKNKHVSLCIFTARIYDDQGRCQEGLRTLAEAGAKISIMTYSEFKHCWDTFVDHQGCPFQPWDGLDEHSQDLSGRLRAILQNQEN
mIAP act – activators of mouse IAP, primary screen, biochemical, luminescence, uHTS; muIAP, CDP-Star luminescence, 30 min; stronger effect = higher value; 1 = vehicle-only enzyme signal, 0 = enzyme-free wells; activation factor at 10 µM; 330,000 compounds, 0.24% hits; AID 2805, 2010;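 active = activation factor of at least 2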; also: the source names both 10 and 20 µM as test concentration; values of inactives mirror those of a sister screen read the other way
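Assay system: mouse IAP enzyme; Reagent: CDP-Star chemiluminescent phosphatase substrate; Compound: DMSO-dissolved test compounds; Incubation: 30 min, room temperature; Technique: luminescence from enzymatic CDP-Star hydrolysis; Controls: DMSO-only wells and no-enzyme negative control.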
An asterisk follows results filed as active; nt = not tested or not shown.

Values run as follows: ATG4B inhibitor	MIN6 prolif	MPTP block	hIAP inh	APOBEC3A inh	mIAP inh	hIAP activ	A3G deaminase	mIAP act
1. CCNc1nc(NCC)n2c(SC(C)C(=O)c3ccc(C)cc3)nnc2n1 (configuration not stated)
 : -7	0	0.6	-10	-4	2	1.1	-10	0.98
2. CC1Oc2ccccc2N(CC(=O)N2CCCCC2)C1=O (configuration not stated)
 : 15	-1	-1.8	2	1	2	0.98	-10	0.98
3. COc1ccc(C)cc1NC(=O)CSc1nnc(-c2ccc(C)cc2)o1
 : 1	-4	-0.4	-3	0	10	1	-3	0.9
4. Cc1ccc(S(=O)(=O)N2CCCC(C(=O)N3CCN(C)CC3)C2)cc1 (configuration not stated)
 : 3	7	-1.3	16	-3	3	0.84	-7	0.97
5. COc1ccc(/C=C/C(=O)O)cc1S(=O)(=O)N1CCCC1
 : -4	-2	-0.7	0	6	9	1	1	0.91
6. Cn1c(NC(=O)c2ccc(Cl)cc2Cl)cc(=O)n(C)c1=O
 : 2	-4	0.0	14	-1	9	0.86	-3	0.91
7. CCN(CC)c1ccc(N2C(=O)c3ccccc3C2=O)cc1
 : 10	1	5.0	-8	17	3	1.1	-2	0.97
8. C/C(CCc1ccccc1)=N\NC(=O)c1ccccc1[N+](=O)[O-]
 : -10	0	0.4	4	0	2	0.96	-5	0.98
9. CCN1CCN(CCNC(=O)c2ccc(CS(=O)c3ccc(Br)cc3)o2)CC1 (configuration not stated)
 : -11	2	-0.7	3	-5	4	0.97	-8	0.96
10. C[n+]1nc(Nc2ccccc2)sc1-c1ccc(O)cc1
 : 1	-2	-0.3	-14	-5	-8	1.1	-12	1.1
11. COc1ccc([C@H]2CC(=O)C=C(c3ccc(C)c([N+](=O)[O-])c3)C2)cc1
 : -1	-5	-1.2	-6	0	-11	1.1	-4	1.1
12. N#CC1=C(N)N2C(=C(C#N)C1c1ccc(Br)cc1)Nc1ccccc12 (configuration not stated)
 : 13	-6	nt	-21	-2	-3	1.2	-5	1
13. O=C1c2ccccc2C(O)N1c1cccnc1 (configuration not stated)
 : 1	-2	-0.1	-4	3	3	1	2	0.97
14. COc1ccccc1CC(=O)Nc1cc(C)ccn1
 : 3	-2	0.3	-9	2	-7	1.1	2	1.1
15. O=C(Nc1cccnc1)c1cc(-c2ccc(Cl)cc2Cl)on1
 : -4	0	-0.7	10	2	4	0.9	-3	0.96
16. O=C(CCC(=O)N1CCCC1)N1CCCC1
 : -5	0	-1.6	20	4	-8	0.8	2	1.1
17. O=C(Cn1cnc([N+](=O)[O-])n1)N/N=C/c1ccccc1O
 : -9	-6	-6.3	-66	12	-10	1.7	2	1.1
18. Oc1ccc(/C=N/NC(=S)NCc2ccco2)cc1
 : -9	-2	-2.8	2	6	3	0.98	-3	0.97
19. Cc1ccc(NC(=O)c2ccc3nsnc3c2)c(Cl)c1
 : -14	-6	0.2	-12	-5	9	1.1	-5	0.91
20. CCN(CC(=O)Nc1c(F)cccc1F)C(=O)Cc1c(C)nc2ccccc2c1C
 : 8	-2	0.0	2	-1	-5	0.98	-7	1.1

A stretch from further up:
Values run as follows: ATG4B inhibitor	MIN6 prolif	MPTP block	hIAP inh	APOBEC3A inh	mIAP inh	hIAP activ	A3G deaminase	mIAP act
19. Cc1ccc(NC(=O)c2ccc3nsnc3c2)c(Cl)c1
 : -14	-6	0.2	-12	-5	9	1.1	-5	0.91
20. CCN(CC(=O)Nc1c(F)cccc1F)C(=O)Cc1c(C)nc2ccccc2c1C
 : 8	-2	0.0	2	-1	-5	0.98	-7	1.1

Other compounds
Values run as follows: ATG4B inhibitor	MIN6 prolif	MPTP block	hIAP inh	APOBEC3A inh	mIAP inh	hIAP activ	A3G deaminase	mIAP act
21. CC1(C)CC(=O)C2=C(C1)OC(N)=C(C#N)C2C1CC=CCC1 (configuration not stated)
 : -7	1	1.0	12	-9	-5	0.88	-10	1
22. CCOC(=O)CSc1nnc(CSc2nc(C)cc(C)n2)n1Cc1ccco1
 : -10	-3	-0.6	9	-3	0	0.91	-2	1
23. O=C(Cn1c(=O)sc2ccccc21)NCCOc1ccccc1F
 : 10	-1	0.4	0	2	5	1	0	0.95
24. CC(Sc1ccccc1)C(=O)Nc1ccc(N2CCOCC2)cc1 (configuration not stated)
 : -15	-1	0.2	-15	0	-12	1.1	-5	1.1
25. COc1ccc(C)cc1NC(=O)C1CCN(S(=O)(=O)c2cccc3nonc23)CC1
 : -14	-2	-0.2	-2	3	8	1	4	0.92
26. O=C(N/N=C\c1cccnc1)c1ccccc1O
 : 0	-1	-0.7	15	-7	-4	0.85	-6	1
27. Cc1cccc(NC(=O)c2ccc(COc3cccc4ccccc34)o2)n1
 : 17	0	5.5	4	2	15	0.96	-1	0.85
28. COc1cccc(OC)c1C(=O)Nc1ccccc1NC(=O)c1c(OC)cccc1OC
 : -6	-4	-0.4	-7	-3	4	1.1	-9	0.96
29. CCOC(=O)c1c(NC(=O)CSc2ncn[nH]2)sc(C(C)=O)c1C
 : -7	1	0.4	-26	-2	9	1.3	-9	0.91
30. COc1cc(/C=C(\C#N)C(=O)Nc2ccc3ccccc3c2)c([N+](=O)[O-])cc1OC
 : -3	0	0.2	16	-1	4	0.84	-7	0.96
31. COc1ccc(NC(=O)CC2SC(N3CCOCC3)=NC2=O)c(OC)c1 (configuration not stated)
 : -5	1	-0.5	-6	22	-1	1.1	12	1
32. COc1cccc(C(=O)Nn2c(C)nnc2-n2nc(C)cc2C)c1
 : 6	-2	0.1	-11	-2	1	1.1	-4	0.99
33. O=[N+]([O-])c1ccc(O)c(/C=N\N=C2c3ccccc3-c3ccccc32)c1
 : -20	0	104*	5	0	13	0.95	-2	0.87
34. Cc1cccc(NC(=O)CSCC(=O)OCc2ccccn2)c1
 : 1	-3	-0.3	-15	-2	8	1.1	1	0.92
35. CCNc1c2c(nc3ccccc13)CC(C)(C)CC2=O
 : 2	1	1.9	4	0	-7	0.96	-1	1.1
36. O=C(Nc1ccc(OC(F)(F)C(F)F)c(NC(=O)c2cccc(F)c2)c1)c1cccc(F)c1
 : 7	0	9.3	-21	9	-5	1.2	2	1.1
37. N#C/C(=C\c1ccc(O)c(Br)c1)C(=O)NCc1ccccc1
 : -6	2	0.3	1	4	-1	0.99	1	1
38. COc1ccc(-c2ocnc2C(=O)NCc2nn(-c3ccccc3)nc2C)cc1
 : -1	-4	98*	12	-1	2	0.88	0	0.98
39. CCC1(c2ccc(F)cc2)NC(=O)N(CC(=O)Nc2ccc(-c3nc4ccc(C)cc4s3)cc2)C1=O (configuration not stated)
 : -7	-6	0.3	10	3	2	0.9	-5	0.98
40. O=C(NCC(=O)N1CCN(C(=O)c2ccco2)CC1)c1cccc(Cl)c1
 : -3	3	0.7	10	-2	2	0.91	-7	0.98

2 of the compounds above, with tabs:
cpd	SMILES	ATG4B inhibitor	MIN6 prolif	MPTP block	hIAP inh	APOBEC3A inh	mIAP inh	hIAP activ	A3G deaminase	mIAP act
32	COc1cccc(C(=O)Nn2c(C)nnc2-n2nc(C)cc2C)c1	6	-2	0.1	-11	-2	1	1.1	-4	0.99
33	O=[N+]([O-])c1ccc(O)c(/C=N\N=C2c3ccccc3-c3ccccc32)c1	-20	0	104*	5	0	13	0.95	-2	0.87

Continued:
Values run as follows: ATG4B inhibitor	MIN6 prolif	MPTP block	hIAP inh	APOBEC3A inh	mIAP inh	hIAP activ	A3G deaminase	mIAP act
41. Cc1ccc(N2CC(C(=O)N3CCN(C(=O)c4ccco4)CC3)CC2=O)cc1 (configuration not stated)
 : -7	2	0.3	13	-1	-3	0.87	-7	1
42. CC1CCCCC1NC(=O)CN1CCN(Cc2ccccc2Cl)C1=O (configuration not stated)
 : -9	-4	0.8	-2	2	-3	1	-4	1
43. CC(=O)C[C@@H](O)CC(=O)[C@@H]1OC(=O)CCCCC/C=C/Cc2ccccc21
 : -5	-4	0.1	-29	-1	0	1.3	-1	1
44. Cn1c(CCNC(=O)c2ccco2)nc2cc(NC(=O)c3ccco3)ccc21
 : 5	-1	1.3	4	-2	4	0.96	-10	0.96
45. CCOc1ccccc1NC(=O)CN(c1ccc(C)cc1)S(=O)(=O)c1c(C)noc1C
 : 5	-3	0.2	3	-1	1	0.97	-3	0.99
46. Cc1ccc(NC(=O)c2c(Cl)n(C)c3ccccc23)cc1
 : 0	2	0.9	-6	2	8	1.1	-1	0.92
47. c1ccc2c(c1)ncn2Cc1nnc2sc(-c3ccncc3)nn12
 : 1	-1	3.0	6	5	7	0.94	34	0.93
48. Cc1ccc(/C=C/C(=O)Nc2ccc(S(=O)(=O)Nc3ncccn3)cc2)cc1
 : -4	-2	-2.2	-5	-4	2	1.1	-5	0.98
49. Cc1cc(C)nc(NC(=O)Nc2ccc3c(c2)OCO3)c1
 : 4	-1	1.8	2	6	-18	0.98	7	1.2
50. COC(=O)C(NC(=O)c1ccccc1)(Nc1cc(C)cc(C)n1)C(F)(F)F (configuration not stated)
 : -6	-3	0.1	2	6	-6	0.98	-4	1.1

Structures listed so far that have two or more sulfur atoms, in the order listed:
Values run as follows: ATG4B inhibitor	MIN6 prolif	MPTP block	hIAP inh	APOBEC3A inh	mIAP inh	hIAP activ	A3G deaminase	mIAP act
22. CCOC(=O)CSc1nnc(CSc2nc(C)cc(C)n2)n1Cc1ccco1
 : -10	-3	-0.6	9	-3	0	0.91	-2	1
29. CCOC(=O)c1c(NC(=O)CSc2ncn[nH]2)sc(C(C)=O)c1C
 : -7	1	0.4	-26	-2	9	1.3	-9	0.91

Records listed above that bear a hit mark in MPTP block.
| No. | Molecule | ATG4B inhibitor | MPTP block | hIAP inh | APOBEC3A inh | mIAP inh | hIAP activ | A3G deaminase | mIAP act |
| --- | --- | --- | --- | --- | --- | --- | --- | --- | --- |
| 33 | O=[N+]([O-])c1ccc(O)c(/C=N\N=C2c3ccccc3-c3ccccc32)c1 | -20 | 104* | 5 | 0 | 13 | 0.95 | -2 | 0.87 |
| 38 | COc1ccc(-c2ocnc2C(=O)NCc2nn(-c3ccccc3)nc2C)cc1 | -1 | 98* | 12 | -1 | 2 | 0.88 | 0 | 0.98 |
